# Compound activity: PubChem, National Center for Advancing Translational Sciences (NCATS)
# Nrf2 ARE act = activates Nrf2 signaling | 0.31% of 410,000 active | Potency, µM (highest dose often 46.1 µM), inactives show at the top dose activation, usual class: activators | AREc32 ARE-luciferase reporter (MCF7-derived line), luminescence, 24 h; note: potency is the fitted concentration of half-maximal effect; % of control where 0% means no effect; nearly all actives have a fitted effect of over 65% in size
#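 Cells of the AREc32 ARE-luciferase line are plated in OPTI-MEM containing 5% FBS and left overnight at 37 deg C. Compounds are pinned in, incubation continues 24 hr, and firefly luciferase signal is then measured.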
# IL2 activator = activates IL-2 in a cell-based reporter assay | IL-2 activation reporter assay, cell-based qHTS; stimulated with anti-CD3/CD4/CD28 beads; in transgenic mouse T cells | activation, % (series mostly up to about 46 µM) | 0.065% of 360,000 active | AID 652025; in the data active = activation above about 50%; inconclusive = mostly about 30% to 49%; note: 0% is about no effect
#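 Quantitative HTS in unstimulated transgenic mouse T cells, with memory T cells as non-tolerant control and PMA/ionomycin as tolerance-bypass control. Compound pretreatment lasted 60 minutes before 18 h bead stimulation; EGFP/DsRed fluorescence read.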
# ATXN2 expr inh = reduces ATXN2 reporter expression in HEK-293 cells | AID 1745845 | 0.72% of 360,000 active | HEK-293 ATXN2-luciferase reporter, luminescence, 24 h | Potency, µM (series often up to 57 µM), for the others: top-dose activity change, negative = inhibition, usual class: inhibitors; note: potency is the fitted concentration of half-maximal effect; % is set by controls: 0 for no effect and ±100 for the full control effect; nearly all actives have a fitted effect of over 55% in size
#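 qHTS (up to 57 uM final) was run with 24 h compound exposure of reporter cells at 37 °C. Each well was multiplexed: SteadyGlo luminescence measured ATXN2-luciferase expression after a fluorogenic Gly-Phe-AFC viability readout (25 uM final).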
# Nrf2 block = Nrf2 pathway inhibition | A549 ARE-Fluc reporter, luciferase luminescence, 18-24 h | Potency, µM (doses to about 46 µM), inactives show at the highest dose activity change, negative = inhibition, hits mostly inhibitors | 2.1% of 360,000 active; note: potency is the fitted concentration of half-maximal effect; % is set by controls: 0 for no effect and ±100 for the full control effect; nearly all actives have a fitted effect of over 60% in size
#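 Concentration-response testing used A549 ARE_Fluc cells at 5000 cells/well. Following an 18-24 h compound incubation, viability was read by fluorescence (Ex 405/Em 525) and luciferase output by luminescence.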
# TGFb SMAD3 inh = TGF-b pathway inhibition. HepG2 CAGA-GFP TGF-b/SMAD3 reporter, GFP fluorescence, 18 h; TGF-beta stimulated, 500 pg/mL final. 1.2% of 410,000 active. Potency, µM (top dose mostly 46.1 µM), inactives show top-dose activity, negative = inhibition, actives largely listed as inhibitors; note: potency is the fitted concentration of half-maximal effect; % is set by controls: 0 for no effect and ±100 for the full control effect; nearly all actives have a fitted effect of over 65% in size
#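 HEPG2 CAGA-GFP, 1000 cells/well; 2 h settle, 37 C; cpd via pin tool; TGF-b 500 pg/mL final; 18 h, 37 C; GFP imaging ex488/em500-530; %Activity normalised to -TGF-b and +DMSO controls; CRC fit, curve class.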
# ATXN viability = viability counter-screen for ATXN expression inhibitors; AID 651635; 0.49% of 400,000 active; Potency, µM (titrated, usually from 56.7 µM), hits mostly cytotoxic; S2 cells (HEK-293 line with an ATXN2-luciferase reporter) viability, CellTiter-Fluor protease fluorescence, 24 h; note: potency is the fitted concentration of half-maximal effect; nearly all actives have a fitted effect of over 40% in size
# EPAC2 ag = activates human EPAC2 exchange factor; 0.079% of 360,000 active; Q8WZA2; Potency, µM (highest dose often 154 µM), without a hit: at the top dose activation, hits mostly activators; EPAC2 activation, biochemical qHTS; response scale: 100% = 6.5 mM cAMP response; note: potency is the fitted concentration of half-maximal effect; nearly all actives have a fitted effect of over 50% in size
# Target sequence (Q8WZA2 whole entry, looked up): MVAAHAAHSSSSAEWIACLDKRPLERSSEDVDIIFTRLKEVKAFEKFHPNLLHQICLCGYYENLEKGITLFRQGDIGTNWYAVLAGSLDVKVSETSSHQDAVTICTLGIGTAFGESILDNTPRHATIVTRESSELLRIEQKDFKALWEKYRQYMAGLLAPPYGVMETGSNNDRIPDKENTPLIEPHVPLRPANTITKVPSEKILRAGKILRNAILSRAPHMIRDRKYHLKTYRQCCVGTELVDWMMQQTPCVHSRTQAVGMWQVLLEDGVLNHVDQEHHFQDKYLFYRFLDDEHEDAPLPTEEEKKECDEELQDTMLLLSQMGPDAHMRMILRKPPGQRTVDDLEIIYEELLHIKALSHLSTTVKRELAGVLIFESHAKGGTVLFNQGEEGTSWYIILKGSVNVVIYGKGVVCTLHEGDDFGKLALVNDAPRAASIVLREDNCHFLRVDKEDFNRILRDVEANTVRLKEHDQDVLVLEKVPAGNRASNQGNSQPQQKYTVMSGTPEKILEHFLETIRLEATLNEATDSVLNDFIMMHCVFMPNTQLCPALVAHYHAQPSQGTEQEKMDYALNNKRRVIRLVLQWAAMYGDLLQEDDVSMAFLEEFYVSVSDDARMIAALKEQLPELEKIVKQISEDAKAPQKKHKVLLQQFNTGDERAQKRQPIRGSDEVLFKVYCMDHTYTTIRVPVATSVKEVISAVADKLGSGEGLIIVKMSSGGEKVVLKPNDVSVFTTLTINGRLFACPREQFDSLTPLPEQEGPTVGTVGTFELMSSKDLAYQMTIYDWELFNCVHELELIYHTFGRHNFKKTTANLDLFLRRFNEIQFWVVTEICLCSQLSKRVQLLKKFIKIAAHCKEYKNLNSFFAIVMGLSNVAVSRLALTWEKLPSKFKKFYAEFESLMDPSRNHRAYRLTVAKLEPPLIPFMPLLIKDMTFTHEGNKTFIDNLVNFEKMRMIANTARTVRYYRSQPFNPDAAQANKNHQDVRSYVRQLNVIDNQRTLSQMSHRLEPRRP
#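 Exchange assay: 100 nM EPAC2 with 250 nM Rap1B-BODIPY-GDP and 50 uM GDP. Fluorescence (ex 480/em 540 nm) read every 5 min for 30 min at room temperature. Data normalized to 6.5 mM cAMP as agonist control.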
# HepG2 tox = kills HepG2 cells in TGF-b inhibitor counter-screen; 0.76% of 410,000 active; HepG2 CAGA-GFP viability, ATP luminescence, 18 h; Potency, µM (doses to about 46.1 µM), without a hit: at the top dose activity change, negative = cytotoxicity, actives largely listed as cytotoxic; note: potency is the fitted concentration of half-maximal effect; some results filed as inactive show a strong effect at the top dose
#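 HepG2 CAGA-GFP cells (1000/well, DMEM with 1% FBS) received compound, then TGF-beta at 500 pg/mL final, and were incubated 18 hours at 37 degrees C. Viability was read by CellTiter-Glo luminescence. Media-only wells were set as complete cell-killing and DMSO as no toxicity.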
# A549 tox = counter-screen for Nrf2 inhibitors: cytotoxicity in A549 cells. A549 ARE-Fluc cells, CellTiter-Fluor viability, 18-24 h. Potency, µM (top dose mostly 46 µM), without a hit: at the highest dose activity change, negative = cytotoxicity, actives largely listed as inhibitors. 0.16% of 390,000 active; note: potency is the fitted concentration of half-maximal effect; % is set by controls: 0 for no effect and ±100 for the full control effect
#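 A549 ARE_Fluc cells in 5% FBS OPTI-MEM were exposed to compounds in concentration-response for 18-24 h at 37 deg C. Viability was read by CellTiter-Fluor fluorescence (Ex 405/Em 525) after 30 min, before the luciferase read.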
# * = called active by the depositor; i = inactive; ? = inconclusive; nt = no result given; & = joins results of further samples; [ ] = remark or other dose. Unless noted, calls come from the whole dose curve; as a rule, active = well fitted curve in the direction sought with a large enough effect; inconclusive = small, poorly fitted or top-dose-only effect, or another doubt; inactive = no such curve, though single readings can be large; an effect the other way counts as inactive or inconclusive. This is a random part of the collection; 4.3% or so of the library scored in one or more.
SMILES,Nrf2 ARE act,IL2 activator,ATXN2 expr inh,Nrf2 block,TGFb SMAD3 inh,ATXN viability,EPAC2 ag,HepG2 tox,A549 tox
Cc1nn2c(=O)cc(COC(=O)c3c(F)cccc3Cl)nc2s1,?,0.1,24%,?,-1%,i,1%,-25%,5%
CCc1nc2c(OCc3ccc(F)cc3)cccn2c1N(C)C(=O)C(C)C,0.1%[9.22 µM],0.0,1%,nt,8%,i,6%,-11%,nt
CCOc1ccc(-n2c(-c3ccco3)nc3c(cnn3-c3ccc(C)cc3)c2=O)cc1,0.2%,-3.4,-13%,-3%,15%,i,2%,-1%,3%
Nc1ccc(CCS(N)(=O)=O)cc1,0.2%,-3.3,14%,nt,1%,i,2%,7%,2%
Cc1ccc(NC(=O)CNc2cccc(S(=O)(=O)N3CCCC3)c2)cc1F,0.1%,-0.8,-26%,?,?,i,2%,-8%,-5%
CC(C)(C)C1CCc2c(sc3nc(SCC(N)=O)nc(N)c23)C1 (stereo not drawn),4.6%,-0.7,42%[activator],2%,?,i,-1%[15.6 µM],-42%,6%
O=C(NCCCN1CCCC1=O)c1ccc2c(=O)n(Cc3ccco3)c(=S)[nH]c2c1,6.5%,0.4,7%,-13%,0%,i,3%,4%,-2%
Cc1nc([N+](=O)[O-])c(SCC(N)=O)n1Cc1ccccc1,-0.2%,-0.8,nt,5%,-12%,i,6%,-4%,-2%
CCOC(=O)N1CCN(c2ncnc3scc(-c4ccc(Cl)cc4)c23)CC1,6.9%,1.3,nt,?,16µM*,i,-5%,-26%,0%
CC(OC(=O)CN1C(=O)C2CCCCC2C1=O)C(=O)Nc1ncc(Cl)cc1Cl (stereo not drawn),0.0%,-2.1,-3%,5%,?,i,-3%,-16%,-4%
CCOc1ccc(NC(=O)CCC(=O)O)cc1,-0.3%,0.2,17%,5%,?,i,-2%,0%,-3%
CCCNC(=O)Cn1c(=O)c2cccn2c2cccnc21,7.5%,nt,nt,30%,0%,nt,nt,-5%,5%
CCCCn1c(N)c(N(CC)C(=O)c2ccccc2F)c(=O)[nH]c1=O,0.3%,0.0,-7%,2%,0%,?,7%,9%,-1%
CCCCN(C(=O)c1ccc2c(c1)S(=O)(=O)N=C1CCCCCN12)c1c(N)n(CC(C)C)c(=O)[nH]c1=O,-0.9%,0.2,1%,-5%,0%,i,2%,0%,-4%
CC(C)(C)c1nnc(NC(=O)Cc2ccc(Br)cc2)s1,0.2%,0.1,-10%,-22%,-17%,?,2%,-5%,2%
COc1ccc(C)cc1NC(=O)COC(=O)c1ccc([N+](=O)[O-])o1,5.2%,-1.5,-20%,9%,3%,i,9%,5%,-6%
CCS(=O)(=O)N1CCN(c2ncnc3sc(C)c(C)c23)CC1,-0.5%,-2.0,-3%,-13%,-6%,i,3%,-10%,2%
CCCCNC(=O)NS(=O)(=O)c1ccc(C)cc1,0.6%,0.3,5%&6%,10%,23%,i,0%,-1%,-6%
O=C(N1CCOCC1)N1c2ccccc2Sc2ccccc21,-0.4%,-0.7,-21%,-11%,-4%,i,2%,-30%,1%
Cc1cc2nc(-c3ccc(Br)cc3)cc(C(F)(F)F)n2n1,0.1%,nt,8%,-13%,2%,i,nt,1%,4%
CCOc1ccc(NC(=O)CSc2nccn2-c2cccc(C)c2C)cc1,-0.2%,nt,?,nt,-23%,i,nt,-22%,14%
Cc1ccc(NC(=O)CC2OC(=O)c3ccccc32)cc1S(=O)(=O)N1CCCCCC1 (stereo not drawn),0.3%,0.9,-3%,3%,-17%,?,3%,-4%,-3%
Cc1ccc(OCc2ccc([N+](=O)[O-])cc2)c([N+](=O)[O-])n1,0.6%,0.2,53%[activator],?,1%,i,4%,-1%,0%
CCCc1[nH]nc2c1C(CCC)C(C#N)=C(N)O2 (stereo not drawn),0.4%,-1.0,1%,7%,1%,i,-2%,-15%,-7%
CC1CC(C)CN(S(=O)(=O)N2CCCC(C(=O)NCc3ccccc3Cl)C2)C1 (stereo not drawn),-0.4%,-1.1,-2%,-5%,-14%,i,-2%,-2%,10%

# Single records, from the list above.
# Cc1nn2c(=O)cc(COC(=O)c3c(F)cccc3Cl)nc2s1 is entered as Nrf2 ARE act: ?; IL2 activator: 0.1; ATXN2 expr inh: 24%; Nrf2 block: ?; TGFb SMAD3 inh: -1%; ATXN viability: i; EPAC2 ag: 1%; HepG2 tox: -25%; A549 tox: 5%
# CCCCn1c(N)c(N(CC)C(=O)c2ccccc2F)c(=O)[nH]c1=O is entered as Nrf2 ARE act: 0.3%; IL2 activator: 0.0; ATXN2 expr inh: -7%; Nrf2 block: 2%; TGFb SMAD3 inh: 0%; ATXN viability: ?; EPAC2 ag: 7%; HepG2 tox: 9%; A549 tox: -1%
# CC(C)(C)c1nnc(NC(=O)Cc2ccc(Br)cc2)s1 is entered as Nrf2 ARE act: 0.2%; IL2 activator: 0.1; ATXN2 expr inh: -10%; Nrf2 block: -22%; TGFb SMAD3 inh: -17%; ATXN viability: ?; EPAC2 ag: 2%; HepG2 tox: -5%; A549 tox: 2%

# New compounds follow
SMILES,Nrf2 ARE act,IL2 activator,ATXN2 expr inh,Nrf2 block,TGFb SMAD3 inh,ATXN viability,EPAC2 ag,HepG2 tox,A549 tox
CC1CCC2(CC1)NC(=O)c1ccccc1O2 (stereo not drawn),-0.3%,-0.3,-3%,nt,20%,i,-2%,-14%,-2%
CC(C)c1ccc(OCC(=O)Nc2ccc3oc(=O)ccc3c2)cc1,-0.2%,-0.2,-17%,-13%,0%,i,-5%,36%,0%
CC1CCCN(C(=O)CSc2ncccn2)C1 (stereo not drawn),0.3%,-2.5,4%,4%,-9%,i,1%,-4%,-2%
O=C(NCC1CCOCC1)c1ccc(OC2CCN(Cc3ccccn3)CC2)cc1,0.4%,-2.6,nt,-2%,4%,?,5%,3%,-2%
O=C(Nc1nccs1)c1ccc(-c2ccccc2Cl)o1,13%,1.3,0%,?,?,i,?,-42%,-23%
Cc1ccc(OCCn2c(Br)nc3c2c(=O)n(C)c(=O)n3C)cc1,-0.1%,-1.9,-13%,3%,2%,i,-8%,-1%,-8%
CN(C)C(CNC(=O)Cc1cccc(C(F)(F)F)c1)c1ccco1 (stereo not drawn),21%,4.7,4%,-8%,3%,i,-6%,-7%,-9%
O=C(CN1C(=O)C(=O)c2ccccc21)c1ccccc1,2.0%,1.7,nt,?,?,i,3%,-6%,2%
COc1ccc(-c2noc(CNC(=O)c3ccccc3Br)n2)cc1,3.0%,nt,nt,8%,2%,nt,nt,-4%,4%
COc1cccc(-n2nnc3c(=O)n(CC(=O)OCc4ccccc4)cnc32)c1,-0.4%,-1.9,0%,1%,7%,i,19%,2%,0%
CCN(C(=O)COC(=O)c1nc(Cl)ccc1Cl)C1CCS(=O)(=O)C1 (stereo not drawn),0.2%,-0.5,29%,16%,-4%,i,-3%,5%,-6%
O=C(Nc1ccc(N2CCCCC2)cc1)c1cc(S(=O)(=O)N2CCOCC2)ccc1F,-0.1%,-3.1,2%,8%,4%,i,-8%,3%,-7%
C=CCOc1ccc(CN(C)CC(=O)Nc2ccc3c(c2)CCC3)cc1,-0.3%,-0.1,-32%,27%,?,i,11%,-19%,-2%
O=C1CC(c2ccccc2)Cc2[nH]c(=O)c(-c3nc(-c4ccc(Cl)c(Cl)c4)cs3)cc21 (stereo not drawn),12%,nt,14%,4%,2%,i,nt,-2%,-17%
CCOc1ccc(C2CC(c3cccc(C)c3)n3ncnc3N2)cc1 (stereo not drawn),-2.5%,-2.7,-10%,-17%,11%,i,10%,-27%,0%
Cc1ccc(-c2cc(C(=O)Nc3ccc(S(=O)(=O)Nc4nccs4)cc3)c3ccccc3n2)c(C)c1,0.9%,0.2,2%,-19%,?,?,-6%,-27%,-14%
Cc1cc(NC(=O)c2cc(-c3ccco3)on2)no1,-0.1%,-0.6,-8%,?,16%,i,9%,-27%,-4%
Cc1ccn2c(C(=O)c3ccc(Cl)cc3)cnc2c1,2.4%,-0.6,108%[activator],?,-6%,i,4%,-4%,-2%
N#Cc1c(-c2ccccc2)ccn(Cc2ccccc2Cl)c1=O,3.6%,-5.4,5%,-25%,18%,i,16%,-8%,5%
Cc1cc(C(=O)Nc2cccc3c2O[C@H](CN(C)CC2CC2)[C@@H](C)CN([C@H](C)CO)C3=O)n(C)n1,1.4%,0.7,9%,4%,?,i,-12%,4%,-1%
CC1=Nc2cccc3cccc(c23)N1,7.7%,-3.2,-29%,7%,-5%,i,-5%,-15%,26%
COC(=O)c1ccc(=O)n(Cc2ccco2)c1,0.1%,-0.6,-24%,11%,0%,?,0%,6%,0%
CC(C)C(=O)Nc1cccc(-c2nc3ncccc3o2)c1,4.5%,0.1,13%,10%,-1%,i,0%,-13%,5%
Cc1cccc(OCc2nnc(NC(=O)Cc3cccs3)s2)c1,-0.1%,2.6,-9%,9%,-1%,i,5%,-22%,-11%
COc1cccc(NC(=S)N(CCc2c(C)[nH]c3ccccc23)Cc2cccs2)c1,0.2%,-5.1,?,?,?,?,2%,-30%,-15%
Cc1cc2n(n1)C(c1ccccc1Cl)Nc1ccccc1-2 (stereo not drawn),0.1%,-3.1,-8%,20%,9%,i,9%,-38%,1%
Cc1cccc(NCC(=O)N/N=C/c2ccc(Br)cc2)c1,2.3%,-5.0,-1%,1%,?,i,1%,-19%,1%
COc1ccc(NC(=O)CSc2nnc(-c3cccc(O)c3)o2)cc1,22%,0.6,57%[activator],-6%,-5%,i,1%,0%,-2%
CCC1(C)NC(C(=O)O)Cc2c1[nH]c1ccccc21 (stereo not drawn),-0.6%,1.4,nt,4%,?,i,3%,18%,2%
